# Screening data from PubChem BioAssay.
# GSIS activator: primary screen for activators of insulin secretion dependent on glucose, INS-1E cells, GLuc reporter luminescence. INS-1E GLuc reporter insulin secretion, 2-3 h. activation, % at 16.6 µM. 370,000 compounds, 0.61% hits. AID 743287;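 active means lowest replicate activation of at least 40%, so every replicate reaches that level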;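 further: 0% = median of neutral control wells and 100% = median of IBMX positive control wells; some compounds called inactive have numbers as strong as hits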
# ERp5 block: inhibitors of human ERp5. AID 651711. Q15084. 350,000 compounds, 0.05% hits. inhibition, % at 9.99 µM. ERp5 insulin aggregation, absorbance 650 nm, 90 min;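 active means mean replicate inhibition above about 25%, with every replicate also reaching it, limit read from the data, passing the limit was not always enough; inconclusive means only one of those two criteria met; inactive means neither criterion met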
# Target sequence (Q15084 whole entry, looked up): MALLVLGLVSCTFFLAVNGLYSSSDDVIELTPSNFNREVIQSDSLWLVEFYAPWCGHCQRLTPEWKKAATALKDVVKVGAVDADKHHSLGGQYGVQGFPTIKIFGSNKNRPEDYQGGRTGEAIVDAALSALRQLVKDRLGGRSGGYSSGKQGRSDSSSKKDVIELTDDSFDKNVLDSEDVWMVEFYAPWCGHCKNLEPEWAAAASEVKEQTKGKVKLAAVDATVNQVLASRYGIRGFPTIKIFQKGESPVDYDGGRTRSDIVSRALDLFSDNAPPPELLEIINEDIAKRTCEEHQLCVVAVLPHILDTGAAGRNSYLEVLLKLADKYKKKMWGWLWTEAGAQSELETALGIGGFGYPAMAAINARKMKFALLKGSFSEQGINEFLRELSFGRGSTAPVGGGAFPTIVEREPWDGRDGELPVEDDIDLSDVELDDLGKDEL
# ARNT-TACC3 inh: ARNT/TACC3 interaction disruption; 390,000 compounds, 0.66% hits; AlphaScreen His-ARNT PAS-B/GST-TACC3 binding, luminescence; TACC3 fragment carries E629A point mutation; Q9Y6A5; AID 623870; inhibition, % at 9.99 µM;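 active means mean inhibition of replicates at least 50% and at least half of replicates each reaching 50%; inconclusive means half or more replicates reach 50% but mean below 50%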;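 further: 0% = complete ARNT plus TACC3 wells and 100% = ARNT alone without TACC3; many hits fall short of the cut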
# F508del corr: correctors of CFTR F508del function in bronchial epithelial cells. 350,000 compounds, 0.36% hits. AID 720511. CFBE cells, YFP halide quenching; stimulated with forskolin plus potentiator P3; % fluorescence drop versus neutral controls. activity (quench increase), % at 7.58 µM;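 active means mean added fluorescence quench of at least 8% versus neutral control, with both replicates also reaching 8%; inconclusive means only one of the mean or replicate conditions met; inactive means mean below 8% and not both replicates reaching 8%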;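 further: cells transiently co-express mutant CFTR-F508del with the halide-sensitive YFP; corrector assay measuring rescue of mutant channel to the surface after 24 h compound exposure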
# PAX8 inh HTS: PAX8 transcriptional activity inhibition. RMG-I TPO-luciferase reporter, SteadyGlo, 24 h. inhibition, % at 12.6 µM. 360,000 compounds, 1.2% hits. AID 652154;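 active means mean replicate inhibition at least 60% with every replicate also reaching 60%; inconclusive means only one of the two criteria is met; inactive means mean below 60% and not all replicates reaching 60%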;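 further: luciferase light reporting Pax8 driven TPO promoter activity; plate controls were median of neutral control wells for no effect and mitoxantrone controls for full effect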
# DENV2 CPE rescue: DENV2-induced cell death inhibition. CPE inhibition, % at 9.99 µM. DENV2-infected cells, cytopathic effect rescue, plate reader. 350,000 compounds, 1.7% hits; in the data active means CPE inhibition above about 20%, passing the limit was not always enough; inconclusive means no clear call, values can overlap the other calls; tested in BHK-21 cells;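 further: 0% = median of neutral control wells and 100% = median of positive control wells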
# Xi reactivation: activators of X-chromosome reactivation in mouse fibroblasts; XiGFP mouse fibroblasts, % GFP-positive cells imaging, 3 d; cells co-treated with 5-aza-dC sensitizer; scaled so ellipticine positive control = 100%; activation, % at 7.58 µM; 360,000 compounds, 0.055% hits; AID 743238;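 active means mean normalized replicate activation at least 10% and every replicate at or above 10%; inconclusive means only one of the two criteria met; inactive means mean below 10% and not all replicates reach 10%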;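 further: 0% = median of on-plate neutral control wells and 100% = ellipticine 6 µM median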
#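 System: XiGFP fibroblasts, SV40-immortalized. Medium: DMEM plus 5-aza-dC sensitizer. Doses: single point. Timing: 3 d treatment, 15 min room-temperature fixation. Control set: ellipticine 6 µM.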
# EWS-Fli block: blocks EWS/Fli oncoprotein-driven transcription | A673 NR0B1-luciferase reporter, viability-normalised | inhibition, % at 12.6 µM | 350,000 compounds, 0.67% hits | AID 651661;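 active means mean inhibition of at least 50% after viability correction, with every replicate also passing that limit; inconclusive means mean reaches 50% but only one of two replicates passes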;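 further: firefly luciferase signal divided by Alamar Blue viability fluorescence both relative to DMSO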
# Numbers without * were called inactive; ? = inconclusive; . = not tested or not shown.
SMILES,GSIS activator,ERp5 block,ARNT-TACC3 inh,F508del corr,PAX8 inh HTS,DENV2 CPE rescue,Xi reactivation,EWS-Fli block
CN1C(=O)c2cc(NC(=O)Nc3ccccc3F)ccc2OC[C@@H]2O[C@@H](CC(=O)NCCc3ccncc3)CC[C@@H]21,-6,-3,14,4.1,3,6,0.0,-2
Cc1ccc(Nc2nc(C)cc(C)c2C(N)=O)c(C)c1,5,3,-2,0.4,13,-3,0.0,-1
CCOc1ccc(C(=O)Nc2cccc3ncccc23)cc1Cl,.,1,-4,-2.1,6,-3,0.0,3
CCOC(=O)c1ccccc1NC(=O)COC(=O)C(Cc1c[nH]c2ccccc12)NC(C)=O (stereo not drawn),5,-11,2,-1.3,7,0,-0.1,1
CCOc1ccccc1NC(=O)CSc1ccc(-c2sc(C)nc2C)nn1,14,-5,5,1.6,22,-2,0.0,.
N=c1c(C(=O)NCCN2CCOCC2)cc2c(=O)n3ccccc3nc2n1Cc1ccc(F)cc1,7,11,9,2.4,-5,7,0.0,5
CCN(CC(=O)Nc1c(F)cccc1F)C(=O)c1ccc(N2CCCCC2)c([N+](=O)[O-])c1,-25,-1,10,1.9,14,3,0.1,4
Cc1cccc(OCCNC(=O)c2ccc(Cl)c(S(=O)(=O)NCc3cccnc3)c2)c1,.,-2,-3,14*,33,?,3.0,57*
O=C(C[C@H]1CC[C@@H](NC(=O)C2CCOCC2)[C@H](CO)O1)Nc1nccs1,-1,0,4,0.5,-4,11,0.0,4
Cc1ccc2cc(/C=N/NC(=O)[C@H]3C[C@@H]3c3ccccc3)c(Cl)nc2c1,10,2,4,-5.5,-13,-2,0.0,-3
O=C(O)c1nn(CC(=O)N2CCC(Cc3ccccc3)CC2)c(=O)c2ccccc12,0,1,-59,-3.7,5,2,0.0,0
CC(C)C(NC(=O)c1ccccc1F)C(=O)NCC(c1ccco1)N1CCCCC1 (stereo not drawn),.,-1,0,1.4,5,-5,0.0,-4
COc1ccc(OC)c(CCNC(=O)CN2C(=O)CC(C)(C)S(=O)(=O)c3ccccc32)c1,-7,4,0,1.1,19,-14,1.1,4
COC(=O)C1C/C(=N/NS(=O)(=O)c2ccc(C)cc2)CS1 (stereo not drawn),-6,3,-2,-0.1,18,?,0.5,-1
CC(Cc1ccccc1)C(=O)NCCO (stereo not drawn),0,1,-1,-1.2,-9,11,0.5,-6
C[C@@H]1CN([C@@H](C)CO)C(=O)Cc2cc(NS(C)(=O)=O)ccc2O[C@@H]1CN(C)S(=O)(=O)c1ccccc1,-2,6,-11,-0.1,5,-8,0.0,4
Cc1cc2nc(N=C(N)N)nc(C)c2cc1C,-3,2,7,0.4,26,1,0.4,9
COc1cccc(C(=O)Nc2ccc3c(c2)OC[C@H](C)N(C(C)=O)C[C@@H](C)[C@H](OC)CN(C)C3=O)c1,3,-7,.,0.1,0,12,-0.1,.
CC(=O)Nc1ccc(NC(=O)CS(=O)(=O)Cc2ccccc2)cc1,1,-6,-7,-1.4,2,-5,0.5,-6
COc1ccc(/C=C/C(=O)OCC(=O)NC(C)CCc2ccccc2)cc1OC (stereo not drawn),25,5,.,1.8,-4,-3,0.1,12
COCC(=O)N1[C@H](C#N)[C@@H](c2ccccc2C2=CCCCC2)[C@@H]1CO,4,-5,.,-0.2,.,-12,0.1,2
O=C(c1cccs1)N1CCN(S(=O)(=O)c2cccs2)CC1,38,1,-2,0.2,-4,0,.,6
COc1cc(NC(=O)CCS(=O)(=O)c2ccc3c(c2)oc(=O)n3C)cc(OC)c1,7,5,-1,0.3,6,1,0.3,.
COc1ccc(N(C(=O)C(C)C)S(=O)(=O)c2cccc3cccnc23)cc1,21,0,0,.,8,12,-0.4,-11
O=C(C1CCC1)N1C[C@@H]2N[C@H](C1)C2c1ccc(-c2ccncc2)cc1 (stereo partly drawn),-11,1,.,1.5,.,-4,0.0,-9
O=C(C[C@@H]1C[C@@H]2c3cc(NC(=O)NC4CCCCC4)ccc3O[C@@H]2[C@H](CO)O1)NC1CCCCC1,-4,7,.,-2.0,-3,-13,-0.1,1
Nc1ccccc1S(=O)(=O)C(F)F,-3,-2,-1,1.2,4,-2,-0.1,-2
O=C(COc1ccccc1F)Nc1ccc2c(c1)CCC2,-20,-5,1,2.8,-190,-7,-0.1,-27
Cc1cc(=O)nc2c3ccccc3n(C(C)C(=O)Nc3c(F)c(F)c(F)c(F)c3F)n12 (stereo not drawn),21,4,-6,1.8,-14,-6,0.0,-3
O=c1cc(O)c2sc(Nc3ccc(F)c(Cl)c3)nc2[nH]1,-11,-3,.,0.4,74*,7,0.0,28

# An excerpt of the results above:
SMILES,GSIS activator,ERp5 block,ARNT-TACC3 inh,F508del corr,PAX8 inh HTS,DENV2 CPE rescue,Xi reactivation,EWS-Fli block
COc1cccc(C(=O)Nc2ccc3c(c2)OC[C@H](C)N(C(C)=O)C[C@@H](C)[C@H](OC)CN(C)C3=O)c1,3,-7,.,0.1,0,12,-0.1,.
CC(=O)Nc1ccc(NC(=O)CS(=O)(=O)Cc2ccccc2)cc1,1,-6,-7,-1.4,2,-5,0.5,-6
COc1ccc(/C=C/C(=O)OCC(=O)NC(C)CCc2ccccc2)cc1OC (stereo not drawn),25,5,.,1.8,-4,-3,0.1,12
COCC(=O)N1[C@H](C#N)[C@@H](c2ccccc2C2=CCCCC2)[C@@H]1CO,4,-5,.,-0.2,.,-12,0.1,2
O=C(c1cccs1)N1CCN(S(=O)(=O)c2cccs2)CC1,38,1,-2,0.2,-4,0,.,6
COc1cc(NC(=O)CCS(=O)(=O)c2ccc3c(c2)oc(=O)n3C)cc(OC)c1,7,5,-1,0.3,6,1,0.3,.
COc1ccc(N(C(=O)C(C)C)S(=O)(=O)c2cccc3cccnc23)cc1,21,0,0,.,8,12,-0.4,-11
O=C(C1CCC1)N1C[C@@H]2N[C@H](C1)C2c1ccc(-c2ccncc2)cc1 (stereo partly drawn),-11,1,.,1.5,.,-4,0.0,-9
O=C(C[C@@H]1C[C@@H]2c3cc(NC(=O)NC4CCCCC4)ccc3O[C@@H]2[C@H](CO)O1)NC1CCCCC1,-4,7,.,-2.0,-3,-13,-0.1,1
Nc1ccccc1S(=O)(=O)C(F)F,-3,-2,-1,1.2,4,-2,-0.1,-2
O=C(COc1ccccc1F)Nc1ccc2c(c1)CCC2,-20,-5,1,2.8,-190,-7,-0.1,-27
Cc1cc(=O)nc2c3ccccc3n(C(C)C(=O)Nc3c(F)c(F)c(F)c(F)c3F)n12 (stereo not drawn),21,4,-6,1.8,-14,-6,0.0,-3
O=c1cc(O)c2sc(Nc3ccc(F)c(Cl)c3)nc2[nH]1,-11,-3,.,0.4,74*,7,0.0,28

# Next part:
SMILES,GSIS activator,ERp5 block,ARNT-TACC3 inh,F508del corr,PAX8 inh HTS,DENV2 CPE rescue,Xi reactivation,EWS-Fli block
C[C@@H]1CCCCO[C@@H](CN(C)Cc2ccccc2)[C@@H](C)CN([C@@H](C)CO)C(=O)c2cc(NC(=O)CCCN(C)C)ccc2O1,-3,-3,-10,-3.6,-2,-7,0.3,0
Cc1cccc(NC(=O)c2ncn3c2C(=O)N[C@@H](C)C3)c1,37,-2,.,5.6,-13,2,0.1,7
Cc1noc(C)c1S(=O)(=O)N(C)C[C@@H]1Oc2ccc(NC(=O)Nc3cccc4ccccc34)cc2CC(=O)N([C@@H](C)CO)C[C@@H]1C,-3,-2,.,-2.1,-15,3,0.1,-12
COc1ccccc1C#Cc1ccc2c(c1)O[C@@H](CN(C)Cc1cccnc1)[C@H](C)CN([C@@H](C)CO)S2(=O)=O,4,1,-5,9.5*,68*,2,-1.0,15
OC[C@@H]1[C@H](c2ccc(Br)cc2)[C@H]2CN(Cc3cncnc3)CCCCN12,1,0,0,2.6,-4,-5,0.0,6
COC(=O)c1ccc(C(=O)OC)c(NC(=O)CSCC(=O)O)c1,6,3,-9,-0.6,-6,-1,0.2,7
CC1CCN(C(=O)CSc2nc3c(cnn3-c3ccccc3)c(=O)[nH]2)CC1,6,-1,-6,-0.2,14,0,0.4,18
CO[C@H]1CN(C)C(=O)c2cc(NC(=O)C3CC3)ccc2OC[C@@H](C)N(C(C)=O)C[C@H]1C,10,0,2,-0.6,9,-2,-0.5,-1
CC1CCCC(NC(=O)COC(=O)Cc2ccc(Cl)cc2)C1C (stereo not drawn),-17,0,-1,-3.4,-10,-2,0.3,-1
COc1ccc(OC)c(S(=O)(=O)Nc2cccc(O)c2)c1,9,0,4,-2.2,3,9,0.2,-6
CC(C)NC(=O)Nc1ccc2c(c1)C(=O)N([C@H](C)CO)C[C@H](C)[C@H](CN(C)S(=O)(=O)c1cn(C)cn1)OCCCC[C@@H](C)O2,19,-1,-9,1.6,-2,-7,0.2,-14
CO[C@@H]1CN(C)C(=O)c2cc(NS(=O)(=O)c3ccccc3)ccc2OC[C@@H](C)N(C(=O)NC(C)C)C[C@@H]1C,1,-2,-49,2.1,0,10,0.5,-22
O=C1CSC(=S)N1N=Cc1c(O)ccc2ccccc12,.,-19,68*,4.0,22,-1,-0.2,-7
O=c1cc(CCl)nc2scc(-c3ccccc3)n12,7,-3,-9,1.1,-6,-2,0.2,19
O=C(Nc1ccc(N2CCCCC2)cc1)c1ccc(F)cc1F,.,.,-3,0.4,-126,10,0.2,-9
CC(=NNC(=O)c1ccc2nc[nH]c2c1)c1ccc(Br)cc1,-2,0,7,0.6,-14,-5,0.2,-3
O=C1C(=O)N(O)C2CCCCC2N1O (stereo not drawn),9,.,-19,.,-6,.,0.0,.
OC(CN1CC=C(/C=C/c2ccc(Br)cc2)CC1)c1ccccc1 (stereo not drawn),-19,4,3,-2.0,8,6,0.0,3
COc1ccc2c3c([nH]c2c1)[C@@H](CO)N(S(C)(=O)=O)CC31CCN(C(=O)Nc2ccccc2)CC1,1,-5,.,0.1,12,0,0.0,-4
COc1ccccc1NS(=O)(=O)c1ccc(NN=C2CCCCC2)c([N+](=O)[O-])c1,-4,.,8,.,-1,.,-0.1,.
COc1ccccc1NCc1cc(=O)oc2c(C)c(O)ccc12,0,-1,2,0.0,5,-1,-0.1,7
COc1ccc(S(=O)(=O)N(C)C[C@@H]2OCCCC[C@@H](C)Oc3ccc(NC(=O)NC(C)C)cc3C(=O)N([C@@H](C)CO)C[C@H]2C)cc1,-5,5,-4,-3.6,-9,?,-0.8,-1
COc1ccc(Nc2c(CC(C)C)nc3nc(C)cc(C)n23)cc1,-4,0,.,4.1,-23,-8,0.2,8
